Screens as filed in PubChem.
U2OS ROS induce: ROS inducers in U2OS cancer cells, primary screen, cell-based, H2DCF-DA fluorescence; AID 624156, 2012; U2OS ROS induction; ROS induction (% of piperlongumine), % at 10 µM; hit rate 2% among 46,000; in the data active = ROS induction above about 79%, passing the limit was not always enough; inconclusive = no clear call, values can overlap the other calls;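 also: 0% = DMSO vehicle median and 100% = reference compound median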
Starred values were filed as active, the others as inactive; u = inconclusive. An excerpt. The share of hits here may be higher or lower than overall.

| structure | U2OS ROS induce |
| --- | --- |
| C[C@H]1CN([C@@H](C)CO)C(=O)c2cccc(NC(=O)c3ccncc3)c2O[C@H]1CN(C)Cc1ccc(Oc2ccccc2)cc1 | 15 |
| C=C1C(=O)OC2/C=C(\C)CC/C=C(\C(=O)O)CC/C=C(\C)CCC12 (configuration not stated) | 3 |
| C[C@@H]1CN([C@H](C)CO)C(=O)c2cccc(NS(=O)(=O)c3ccc(F)cc3)c2O[C@H]1CN(C)C | -1 |
| CN1CCN(C(=O)c2cc3c(ccc4ccccc43)oc2=O)CC1 | -13 |
| COc1ccc(S(=O)(=O)N(C)C[C@@H]2Oc3ccc(NS(=O)(=O)c4c(C)noc4C)cc3C(=O)N([C@H](C)CO)C[C@H]2C)cc1 | 13 |
| Cc1sc2ncnc(SCC(=O)Nc3ccccc3[N+](=O)[O-])c2c1C | -1 |
| C[C@@H]1CN([C@H](C)CO)C(=O)Cc2cc(NS(=O)(=O)c3cccs3)ccc2O[C@H]1CN(C)Cc1ccc(C(F)(F)F)cc1 | u |
| Cc1nc(C(N)=S)cs1 | 0 |
| C[C@H]1CN([C@@H](C)CO)C(=O)c2cccc(NS(=O)(=O)c3ccccc3)c2O[C@H]1CN(C)Cc1ccncc1 | -13 |
| COc1ccc(S(=O)(=O)Nc2ccc3c(c2)CC(=O)N([C@@H](C)CO)C[C@@H](C)[C@@H](CN(C)Cc2ccc(Oc4ccccc4)cc2)O3)cc1 | 13 |
| COc1cc2c(cc1OC)C(CC#N)=NCC2 | -17 |
| CC(C)C1=C2CCCCC2NC(=O)N1 (configuration not stated) | 9 |
| C[C@H]1CN([C@@H](C)CO)C(=O)Cc2cc(NC(=O)Cn3cnnn3)ccc2O[C@@H]1CN(C)Cc1ccccc1 | -17 |
| C=C[C@@]1(C)C[C@@H](O)C2=C([C@H]1O)[C@H](OC(C)=O)CC1[C@](C)(C(=O)OC)CC[C@H](O)[C@]21C (some centres not stated) | 3 |
| CCn1c(SCC(=O)Nc2ccccc2C)nnc1-c1ccco1 | -37 |
| O[C@@H]1[C@@H](O)C=C2CCN3Cc4cc5c(cc4[C@H]1C23)OCO5 (some centres not stated) | -3 |
| O=c1oc2cc(O)ccc2s1 | -2 |
| COc1cccc(NC(=O)CSc2nnc(C)n2-c2ccc(F)cc2)c1 | -1 |
| C[C@H]1CN([C@@H](C)CO)C(=O)Cc2cc(NC(=O)Nc3ccccc3)ccc2O[C@H]1CN(C)S(C)(=O)=O | -14 |
| CC(=O)OCC1=C(C(=O)O)N2C(=O)[C@@H](NC(=O)Cc3cccs3)[C@H]2SC1 | 3 |
| O=C(COc1ccccc1)Nc1nn[nH]n1 | -3 |
| Cc1ccc(S(=O)(=O)N(C)C[C@H]2Oc3ccc(NC(=O)Cc4ccccc4)cc3C(=O)N([C@H](C)CO)C[C@@H]2C)cc1 | 4 |
| COc1ccc(S(=O)(=O)Nc2ccc3c(c2)C(=O)N([C@@H](C)CO)C[C@@H](C)[C@H](CN(C)Cc2ccc(C(F)(F)F)cc2)O3)cc1 | 43 |
| C[C@@H]1CN([C@@H](C)CO)C(=O)Cc2cc(NC(=O)Nc3ccc(C(F)(F)F)cc3)ccc2O[C@@H]1CN(C)S(=O)(=O)c1ccc(Cl)cc1 | 5 |
| CCC(=O)c1c(O)cc(O)cc1O | -5 |
| C[C@H]1CN([C@@H](C)CO)C(=O)c2cc(NS(C)(=O)=O)ccc2O[C@H]1CN(C)S(=O)(=O)c1cccs1 | 7 |
| C[C@H](CO)N1C[C@H](C)[C@H](CN(C)CC2CCCCC2)Oc2ccc(NS(=O)(=O)c3ccc(Cl)cc3)cc2CC1=O | 5 |
| CNC[C@H]1Oc2c(NS(=O)(=O)c3ccc(OC)cc3)cccc2C(=O)N([C@H](C)CO)C[C@H]1C | -1 |
| O=C(NO)c1ccc(C(=O)N/N=C/c2ccc3ccccc3c2)cc1 | -6 |
| CC1CCCCC1NC(=O)c1cccc(N2C(=O)C3C4C=CC(C4)C3C2=O)c1 (configuration not stated) | 46 |
| CC(Sc1nc(N)c2c3c(sc2n1)COC(C)(C)C3)C(=O)Nc1ccccc1 (configuration not stated) | 61 |
| O=C(c1ccc(Cl)cc1)N1CCN(c2ccc([N+](=O)[O-])c(NCc3ccccn3)c2)CC1 | 5 |
| C[C@H](CO)N1C[C@H](C)[C@@H](CN(C)C)Oc2ccc(NS(=O)(=O)c3ccc(F)cc3)cc2C1=O | -8 |
| C[C@@H]1CCCCO[C@H](CN(C)C(=O)CCCN(C)C)[C@@H](C)CN([C@H](C)CO)C(=O)c2cc(NC(=O)CCC(F)(F)F)ccc2O1 | -4 |
| COc1ccc(C(=O)NCCc2nc3ccccc3[nH]2)cc1OC | -2 |
| O=C(CCCCCCC(=O)Nc1ccccc1O)N/N=C/c1ccc(O)c(O)c1O | -9 |
| C[C@H](CO)N1C[C@H](C)[C@H](CN(C)S(=O)(=O)c2cn(C)cn2)Oc2ncc(-c3ccccc3)cc2C1=O | 0 |
| O=C(N/N=C/c1ccc(F)cc1)c1ccccn1 | -4 |
| C[C@@H]1CN([C@@H](C)CO)C(=O)Cc2cc(NC(=O)Cc3cn(C)c4ccccc34)ccc2O[C@@H]1CN(C)S(C)(=O)=O | -4 |
| C=CCOC(=O)[C@H]1[C@@H]2C(=O)O[C@@H](c3ccccc3)[C@@H](c3ccccc3)N2[C@@H](c2ccc(OCCOC(=O)[C@@H]3C[C@@H]4C(=O)NCC(=O)N4[C@@H]3c3ccc(O)cc3)cc2)[C@]12C(=O)Nc1ccc(I)cc12 | 9 |
| C[C@H]1CN([C@@H](C)CO)C(=O)c2cc(NS(=O)(=O)c3ccc(F)cc3)ccc2O[C@H]1CN(C)Cc1ccc(C(F)(F)F)cc1 | 21 |
| CCCCCC(O)/C=C/C=C\CCCCCCCC(=O)O (configuration not stated) | -7 |
| Cc1noc(C)c1NC(=O)N(C)C[C@H]1Oc2c(NS(=O)(=O)c3ccccc3)cccc2C(=O)N([C@H](C)CO)C[C@H]1C | 0 |
| CC(C)NC(=O)N(C)C[C@@H]1Oc2ccc(NC(=O)Nc3ccccc3)cc2C(=O)N([C@H](C)CO)C[C@@H]1C | -12 |
| O=C(CSCCO)Nc1cccc2ccccc12 | -28 |
| Cn1nnnc1SCC(=O)Nc1cccc(C(=O)O)c1 | -10 |
| COc1ccc2c(C)c(CCC(=O)O)c(=O)oc2c1C | 3 |
| CC(C)NC(=O)Nc1ccc2c(c1)C(=O)N([C@H](C)CO)C[C@H](C)[C@@H](CN(C)C(=O)CCC(F)(F)F)OCCCC[C@@H](C)O2 | 6 |
| C[C@H](CO)N1C[C@H](C)[C@H](CN(C)Cc2ccc(-c3ccccc3)cc2)Oc2ccc(NS(C)(=O)=O)cc2C1=O | 59 |
| COc1ccc(S(=O)(=O)N(C)C[C@@H]2Oc3ncc(-c4ccc(F)cc4)cc3C(=O)N([C@H](C)CO)C[C@@H]2C)cc1 | -2 |
| Cn1c(SCC(=O)Nc2cccc3ccccc23)nnc1-c1cccs1 | -8 |
| O=C(NC1CCCCC1)c1ccc2c(c1)ncn2C1CCCCCC1 | -2 |
| O=C(CCn1nc(-c2ccccc2)ccc1=O)NCCc1ccccc1 | -5 |
| CCc1cccc(C)c1NC(=O)c1ccc(C(=O)Nc2c(C)cccc2CC)cc1 | -8 |
| Cc1noc(C)c1NC(=O)N(C)C[C@H]1Oc2ccc(N(C)C)cc2C(=O)N([C@H](C)CO)C[C@@H]1C | -4 |
| COc1ccc(NC(=O)Nc2cccc3c2O[C@@H](CN(C)Cc2ccc(Cl)c(Cl)c2)[C@@H](C)CN([C@H](C)CO)C3=O)cc1 | 33 |

Next section
| structure | U2OS ROS induce |
| --- | --- |
| COc1ccc(NC(=O)N(C)C[C@H]2Oc3c(NC(=O)Nc4ccc(C(F)(F)F)cc4)cccc3C(=O)N([C@@H](C)CO)C[C@H]2C)cc1 | -2 |
| CC(C)CNC(=O)C1CCN(C(=O)c2ccc(F)cc2)CC1 | -16 |
| O=C(NO)c1cccc(C(=O)N/N=C/c2cc(Br)c(O)c(Br)c2)c1 | 0 |
| CSc1cc(-c2nccs2)[nH]n1 | -10 |
| CC(C)(C)/C=N/NC(=O)CCCCCCC(=O)O | 24 |
| O=C(N/N=C/c1ccc(O)c(O)c1O)c1ccccc1O | -14 |
| Nc1nncn1C(=O)CCCOc1ccccc1 | -25 |
| O=S(=O)(NCCOC12CC3CC(CC(C3)C1)C2)c1cc(Cl)ccc1Cl | 4 |
| C[C@H]1CN([C@@H](C)CO)C(=O)c2cccc(NC(=O)C3CCCCC3)c2O[C@@H]1CN(C)S(=O)(=O)c1ccc(Cl)cc1 | 0 |
| COc1ccc(S(=O)(=O)N(C)C[C@@H]2Oc3ccc(NS(C)(=O)=O)cc3CC(=O)N([C@H](C)CO)C[C@@H]2C)cc1 | 0 |
| Cc1cc2c(cc1S(=O)(=O)NC1CCCCC1)OCCN2C | -3 |
| Cc1noc(C)c1NC(=O)Nc1cccc2c1O[C@@H](CN(C)CC1CCCCC1)[C@H](C)CN([C@@H](C)CO)C2=O | 6 |
| O=C1CCCC2=C1C(c1ccccc1Cl)N=C(Nc1nc3ccccc3s1)N2 (configuration not stated) | 178* |
| C[C@H]1CN([C@@H](C)CO)C(=O)CCCn2cc(nn2)CO[C@@H]1CN(C)Cc1ccc(Oc2ccccc2)cc1 | -2 |
| C[C@H]1[C@H](C)CC[C@]2(C(=O)O)CC[C@]3(C(=O)O)C(=CCC4[C@@]5(C)CC[C@H](O[C@@H]6O[C@@H](C)[C@H](O)[C@@H](O)[C@H]6O)C(C)(C)C5CC[C@]43C)[C@H]12 (some centres not stated) | 11 |
| CCn1c(SCc2cccc(OC)c2)nnc1-c1cccnc1 | -4 |
| CC(C)NC(=O)Nc1ccc2c(c1)CC(=O)N([C@H](C)CO)C[C@H](C)[C@H](CN(C)Cc1ccc(C(F)(F)F)cc1)O2 | -1 |
| C[C@H](CO)N1C[C@H](C)[C@H](CN(C)C(=O)Nc2ccc(F)cc2)Oc2ccc(NC(=O)Cc3ccccc3)cc2C1=O | 1 |
| CC(C)NC(=O)N(C)C[C@H]1Oc2ccc(NC(=O)CCC(F)(F)F)cc2C(=O)N([C@@H](C)CO)C[C@@H]1C | -12 |
| C[C@@H]1CCCCO[C@H](CN(C)C(=O)c2ccccc2)[C@@H](C)CN([C@H](C)CO)C(=O)c2cc(NS(=O)(=O)c3cccs3)ccc2O1 | 9 |
| NC(=O)C1C2CCC(C2)C1C(=O)c1ccccc1 (configuration not stated) | 2 |
| COC(=O)c1c(NC(=O)COc2ccccc2)sc(C(N)=O)c1C | u |
| COc1ccc(NC(=O)Nc2ccc3c(c2)C(=O)N([C@H](C)CO)C[C@H](C)[C@@H](CN(C)C(=O)Nc2ccc4c(c2)OCO4)OCCCC[C@@H](C)O3)cc1 | 20 |
| O=c1[nH]c2ccccc2nc1/C=C(/O)c1cccc2ccccc12 | 43 |
| C[C@H](CO)N1C[C@H](C)[C@H](CN(C)C(=O)Nc2ccc3c(c2)OCO3)Oc2ccc(NC(=O)CCCCCC(=O)Nc3ccccc3N)cc2CC1=O | 3 |
| C[C@@H]1CN([C@H](C)CO)C(=O)c2cc(NC(=O)CCC(F)(F)F)ccc2O[C@H]1CN(C)Cc1ccc(Cl)c(Cl)c1 | 1 |
| C[C@@H]1CCCCO[C@H](CN(C)C(=O)C2CCCCC2)[C@@H](C)CN([C@H](C)CO)C(=O)c2cc(NC(=O)CCCCCC(=O)Nc3ccccc3N)ccc2O1 | 6 |
| Cc1cccc(NC(=O)c2ccc(C)c(S(=O)(=O)N3CCCC3)c2)c1 | 19 |
| Cc1ccc(S(=O)(=O)Nc2ccc3c(c2)CC(=O)N([C@@H](C)CO)C[C@H](C)[C@@H](CN(C)C(=O)Nc2ccc4c(c2)OCO4)O3)cc1 | 5 |
| COc1ccc(CN(C)C[C@@H]2Oc3c(NC(=O)NC(C)C)cccc3C(=O)N([C@H](C)CO)C[C@@H]2C)cc1 | -17 |
| C[C@@H]1CN([C@@H](C)CO)C(=O)c2cccc(NC(=O)C3CC3)c2O[C@@H]1CN(C)C(=O)NC1CCCCC1 | -5 |
| OCC1(CO)COC(COc2ccccc2)=N1 | -2 |
| C[C@H](CO)N1C[C@H](C)[C@H](CN(C)Cc2ccc(C(=O)Nc3ccccc3N)cc2)Oc2ccc(NC(=O)CCN3CCOCC3)cc2CC1=O | 14 |
| CCOc1cc2[nH]c(=S)n(CCCC(=O)O)c(=O)c2cc1OCC | 5 |
| CCOC(=O)c1sc2c(c1O)c(=O)n(-c1ccccc1)c(=S)n2-c1ccccc1 | 63 |
| CCOC(=O)c1nn(-c2ccccc2)c2nc(Nc3ccc(C)cc3)cc(=O)n12 | 37 |
| CC(C)(CO)NC(=O)c1cc(-c2ccc(F)cc2)no1 | -6 |
| Cc1ccc(N(C(C)C(=O)Nc2cc(Cl)cc(Cl)c2)S(C)(=O)=O)cc1 (configuration not stated) | 9 |
| C[C@H]1CN([C@@H](C)CO)C(=O)c2cc(NS(C)(=O)=O)ccc2O[C@@H]1CN(C)Cc1ccc(Cl)c(Cl)c1 | 22 |
| Cc1noc(C)c1NC(=O)N(C)C[C@H]1Oc2ccc(NS(=O)(=O)c3c(C)noc3C)cc2C(=O)N([C@@H](C)CO)C[C@@H]1C | -9 |
